Source: PubChem BioAssay (Sanford-Burnham Center for Chemical Genomics)
VHR inh color: VHR1 (DUSP3) phosphatase inhibition; 50,000 compounds, 0.7% hits; P51452; inhibition, % at 20 µM; AID 1992; recombinant VHR phosphatase, colorimetric substrate read-out; in the data active = inhibition above about 60%; also: some results filed as inactive read as strong as hits
Target sequence (P51452 whole entry, looked up): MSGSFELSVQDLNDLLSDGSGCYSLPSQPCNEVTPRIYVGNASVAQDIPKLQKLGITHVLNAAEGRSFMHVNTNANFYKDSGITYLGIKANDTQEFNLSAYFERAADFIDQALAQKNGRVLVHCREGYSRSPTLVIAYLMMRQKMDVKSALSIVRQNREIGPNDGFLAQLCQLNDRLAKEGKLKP
Active calls of the source: *.

canonical_smiles	VHR inh color
CN1CCN(/N=C/c2c(C(F)(F)F)[nH]n(-c3nc4ccccc4s3)c2=O)CC1	12.6
COc1ccc(/C=N/n2cnnc2)cc1CSc1ccccn1	0.7
COc1cc(/C=N\NC(=O)c2ccc(Br)cc2)ccc1OC(=O)c1cccc2ccccc12	-9.5
CN1CCN(CC(=O)N2CCn3c4c(c5cc(C6CCCCC6)ccc53)CCCC42)CC1 (stereo unspecified)	-3.4
COc1cc2c(C(=O)c3ccccc3)c(/C=C/N(C)C)oc2c2ccccc12	6.0
O=C(Nc1ccc(-c2ccc(Cl)cc2)cc1)c1sc2ccccc2c1Cl	-0.9
CCOc1cc(/C=C2/SC(=S)NC2=O)cc(Cl)c1OCc1ccc(Cl)cc1Cl	-13.2
c1ccc(OCCCN2CCCCC2)cc1	-25.4
NC(=O)c1c(N)sc2c1CCCCC2	39.8
C/C(CC(=O)NCc1ccco1)=N\NC(=O)Cc1cccs1	-8.7
CCOC(=O)CSc1nc2cc(OCC)ccc2n1C	-33.1
CCOC(=O)c1c(NC(=O)c2ccc(OCC(C)C)cc2)sc2c1CC(C)(C)OC2	-2.5
O=C(NC1CCCCC1)C12CC3CCC(CC(C3)C1)C2	-15.3
COc1ccccc1-c1coc2cc(OC(=O)c3ccc(Cl)cc3)ccc2c1=O	-5.6
COc1ccc(NC(=O)/C(C#N)=C/c2cccc(O)c2)cc1	4.0
COc1ccccc1CCNCc1ccc([N+](=O)[O-])cc1	-4.9
Cc1cccc(NC(=O)CCCN2C(=O)c3cccc4cccc(c34)C2=O)n1	6.4
CC(C)CCn1c(=O)c(C(=O)Nc2ccc(I)cc2)c(O)c2ccccc21	-16.8
O=C1N=c2ccc(Cl)cc2=C1c1sc(=O)n(-c2ccccc2)c1O	6.4
Cc1ccc(-c2nc3ccccc3c(=O)n2-c2ccccn2)cc1	-6.7
Nc1nnc(SCC(=O)Nc2ccccc2-c2ccccc2)s1	-7.4
Cc1sc(NC(=O)C2CC=CCC2C(=O)O)c(C#N)c1C (stereo unspecified)	-56.2
Cc1ccc(NC(=O)C(=O)Cc2ccc([N+](=O)[O-])cc2)c(C)c1	3.5
O=C(Nc1cccc(Cl)c1)Nc1nnc(CSCc2ccc(Cl)cc2Cl)s1	-25.6
CC(=O)C(=Cc1cc(C(C)(C)C)c(O)c(C(C)(C)C)c1)C(C)=O	2.2
CC(C)(C)c1ccc(OCC(=O)Nc2ccccc2[N+](=O)[O-])cc1	-8.4
COc1cc(/C=N/N2C(=O)c3ccc4c5c(ccc(c35)C2=O)CC4)ccc1O	-25.8
O=C(c1cc2cc(Br)ccc2oc1=O)N1CCCCCC1	-4.8
c1ccc(-n2ncnc2-c2ccc3c(c2)OCO3)cc1	0.1
O=C(O)c1ccc(S(=O)(=O)NCC2CCCO2)cc1 (stereo unspecified)	-42.8
O=C(Cc1ccc(Cl)cc1)NN1C(=O)c2ccccc2C1=O	-0.2
C=C(C)c1cccc(C(C)(C)NC(=O)Nc2ccccc2C(=O)OC)c1	1.8
Oc1ccccc1N=Cc1sc2ccccc2c1O	-27.7
Cn1c(SCC(=O)N/N=C/c2cccc(OCc3ccccc3)c2)nc2ccccc21	5.0
CC(=O)/C=C/c1oc2ccc([N+](=O)[O-])cc2c1-c1ccc(C)o1	3.6
CC(C(=O)O)N1C(=O)/C(=C/c2cccc(Br)c2)SC1=S (stereo unspecified)	-3.2
CCN(CC)CCCNS(=O)(=O)c1ccc(C)cc1	-8.6
O=[N+]([O-])c1ccccc1CNC1CCCCCC1	-72.4
CCc1ccc(-c2cc(C(=O)N3CCN(C)CC3)c3ccccc3n2)cc1	-6.9
Cc1ccccc1C(=O)Nc1sc2c(c1C(=O)N1CCN(Cc3ccccc3)CC1)CCC2	2.0
COc1cccc(N(CC(=O)NCC(C)C)S(=O)(=O)c2ccccc2)c1	-20.5
CCc1c(C)sc(NC(=O)C2CCCO2)c1C(N)=O (stereo unspecified)	-0.8
O=[N+]([O-])c1cccc(NS(=O)(=O)/C=C/c2ccccc2)c1	-21.9
CN(C)c1ccc(/C=C2\C(=O)c3cccc([N+](=O)[O-])c3C2=O)cc1	-5.1
CC1=C(C(=O)Nc2ccccc2)C2(CCCCC2)C(C#N)=C(SCC(N)=O)N1	7.1
COc1ccc(CNC(=O)CN2C(=O)c3ccccc3C2=O)cc1	-3.1
O=c1[nH]c(/C=C/c2ccccc2[N+](=O)[O-])nc2ccccc12	8.0
Cc1sc2nc(-c3ccc(N(C)C)c(Br)c3)[nH]c(=O)c2c1C	-31.0
CN(C)c1ccc(N2C(=O)c3ccccc3C2=O)cc1	-22.0
COc1cccc(OCc2nc(-c3ccccn3)no2)c1	-17.9

The list goes on:
canonical_smiles	VHR inh color
C/C(=C1/C(=O)N(c2nc3ccccc3s2)N=C1C(F)(F)F)N1CCCC1	-17.3
CCCCn1c(=O)c(C(=O)Nc2ncccc2O)c(O)c2ccccc21	5.4
O=C1NC(=O)N(c2ccc(Cl)cc2)C(=O)/C1=C/c1ccc(Br)o1	13.8
CCOc1cccc(-c2nc3cc(C)ccc3o2)c1	14.4
COc1cc(C(=O)N2CCN(Cc3cccc4ccccc34)CC2)cc(OC)c1OC	-3.4
Cc1ccc(NC(=O)COc2ccc(Cl)c(C)c2)c([N+](=O)[O-])c1	-0.5
COc1cc(/C=N/NC(=O)Cc2n[nH]c(=O)[nH]c2=O)cc(Br)c1O	7.3
C=CCOc1ccc(/C=C2\C(=O)NC(=O)N(c3ccccc3)C2=O)cc1Br	3.1
O=[N+]([O-])c1ccc(NCCCNS(=O)(=O)c2ccccc2)c(C(F)(F)F)c1	-10.4
Clc1ccc(CN2CCN(/N=C\c3ccc(OCc4ccccc4)cc3)CC2)cc1	5.4
CCCOc1ccc(C(=O)Nc2sc(C)cc2C(=O)OC)cc1	-17.5
O=C1CC(N(Cc2ccc3c(c2)OCO3)C(=S)Nc2ccccc2)C(=O)N1c1ccc(Cl)cc1 (stereo unspecified)	-9.6
Cc1cc(C)nc(/N=C(/N)Nc2ccc(Cl)cc2[N+](=O)[O-])n1	-8.0
CC1(C)CCCC2=C1CC1C(=O)N(c3ccccc3)C(=O)C1C2 (stereo unspecified)	1.3
COc1ccc(C(=O)c2c(C)oc3c2cc(O)c2ccccc23)cc1	-19.3
O=[N+]([O-])c1ccc(COc2ccccc2/C=N/Nc2nc3ccccc3s2)cc1	-14.3
O=C(Nc1ccc(-c2nc3ccccc3[nH]2)cc1)c1ccccc1[N+](=O)[O-]	14.7
COC(=O)C1=CN(Cc2ccc(C)cc2)C=C(C(=O)OC)C1c1ccc(F)c(F)c1	-2.7
N#CC1=C(SCC(=O)Nc2ccccc2)NC(=O)CC1c1ccc(F)cc1 (stereo unspecified)	17.0
CN(C)c1ccc(NC(=O)c2ccc(Cl)c([N+](=O)[O-])c2)cc1	-11.7

Next results
Molecule	VHR inh color
COc1ccc(-c2cc(C(=O)Nc3ccc(C)c(C)c3)c3ccccc3n2)cc1	-8.5
CC(=O)Nc1nonc1-c1nc2ccccc2n1Cc1ccc([N+](=O)[O-])cc1	-24.6
COc1cccc(C(=O)NNC(=O)c2ccc(OC)cc2OC)c1	65.2
COC(=O)CSC1=C(C#N)C(c2ccsc2)CC(=O)N1 (stereo unspecified)	2.7
COc1cc2c(cc1OC)C(CC(=O)Nc1ccc(C)cc1C)=NC(C)(C)C2	-28.5
O=C(O)C1C2C=CC(O2)C1C(=O)NCc1ccc(Cl)c(Cl)c1 (stereo unspecified)	-25.1
c1ccc(Nc2ncc(Cc3cccc4ccccc34)s2)cc1	1.0
COCC(=O)N/N=C/c1ccc(Sc2ccccn2)o1	-6.8
COc1cc(/C=N/O)ccc1Oc1ccc([N+](=O)[O-])cn1	-8.0
CCOc1ccc(NC(=O)c2c(-c3c(Cl)cccc3Cl)noc2C)cc1	-13.7
COC(=O)c1c(C)oc2ccc(OCC(N)=O)cc12	0.5
C=CCOc1ccc(/C=C2/C(=O)NN(c3ccc(C)c(Cl)c3)C2=O)cc1OC	-16.0
O=C(/C=N\O)NCCCNCc1ccccc1	17.3
O=C(CSCc1cccc(Br)c1)Nc1cccc2cccnc12	-3.3
CC1=C(C(=O)OCCOc2ccccc2)C(c2cccc([N+](=O)[O-])c2)C2=C(CCCC2=O)N1 (stereo unspecified)	-13.3
COc1cccc(NC(=O)CSC(N)=O)c1	4.6
CCOc1c(/C=C(\C#N)C(N)=O)c2ccccc2n1CC	-16.8
COc1ccc(NC(=O)c2ccc(CN(c3ccccc3)S(C)(=O)=O)cc2)cc1	-2.4
Fc1ccc(-c2csc(N3CCOCC3)n2)cc1	-9.2
Cc1ccc(CN2CCN(/N=C/c3cccc(F)c3)CC2)cc1	-7.6
ON1C(c2ccccc2)CC2(O)c3nonc3CCC12 (stereo unspecified)	5.5
C=CCn1c(O)c(N=NC(=O)c2cc(C)[nH]n2)c2cc(Br)ccc21	-15.4
CC(=O)N1CCN(c2ccc(C(=O)c3ccccc3)cc2F)CC1	9.5
COc1cc(C)c(CNCc2ccc(OC)c(OC)c2)cc1C	-6.1
CS(=O)(=O)N(CC(O)Cn1c2ccccc2c2ccccc21)c1ccc(Cl)cc1 (stereo unspecified)	4.3
CCN(CC)c1ccc(NC(=O)c2ccc(C)c([N+](=O)[O-])c2)cc1	-10.4
N#C/C(=C/c1ccccc1Cl)C(=O)Nc1cccc(Br)c1	-0.8
CCn1c2ccccc2c2nnc(N/N=C/c3ccccc3O)nc21	-4.1
Cc1c(N2C(=O)/C(=C\c3cccnc3)SC2=S)c(=O)n(-c2ccccc2)n1C	3.8
CC(=O)Nc1ccc(Nc2ccc(C(F)(F)F)cc2[N+](=O)[O-])cc1	-32.1
C=CCCCC(=O)Nc1ccc(Cl)cc1Cl	-13.3
CC1=Nc2ccccc2/C1=C\c1sc(=S)n(-c2cccc(F)c2)c1O	6.9
CCc1nnc(NS(=O)(=O)c2ccc(NS(=O)(=O)c3ccc4c(c3)C(=O)c3ccccc3-4)cc2)s1	-19.9
Nc1nonc1C(=O)NCCNC(=O)c1ccccc1Cl	-12.9
Oc1ccc2ccccc2c1/C=N/N1CCN(c2ccccn2)CC1	-3.5
CC(C)C(=O)Nc1ccc(-c2nc3cc(Cl)cc(Cl)c3o2)cc1	-5.8
COc1nccc(Nc2ccccc2)c1C#N	-10.0
CCOP(=O)(OCC)C(=C(Cl)Cl)C(C(=O)OC)C(=O)OC	-0.4
O=C1/C(=C\c2ccc(O)c(O)c2)SC(=S)N1c1cccc(Cl)c1	8.7
CCOC(=O)C1=C(c2ccccc2)N=c2s/c(=C\c3cccnc3)c(=O)n2C1c1ccc2c(c1)OCO2 (stereo unspecified)	-14.9
COc1ccccc1N1CCN(/N=C/c2cccc(C)c2)CC1	-23.9
CC(NC(=O)c1cccc2ccccc12)C(=O)O (stereo unspecified)	-8.0
Cc1ccc(C)c(NS(=O)(=O)c2ccc3c(c2)C(=O)c2cc(S(=O)(=O)Nc4cc(C)ccc4C)ccc2-3)c1	-13.5
Cn1cccc1-c1cc(C(=O)N/N=C/c2cccs2)[nH]n1	9.2
COc1ccc(C(=O)Nc2ccc(O)c(-c3nc4cc(C)c(C)cc4o3)c2)cc1[N+](=O)[O-]	3.0
Cn1nnnc1SCc1nc2ccccc2[nH]1	4.5
C/C(=N\NC(=O)CNC(=O)C(c1ccccc1)c1ccccc1)c1ccccc1	-3.1
Nc1ccc(Cc2ccc(N)c(Cl)c2)cc1Cl	0.3
COc1ccc(CCNc2cc(N3CCN(S(=O)(=O)c4ccccc4)CC3)ccc2[N+](=O)[O-])cc1OC	-11.1
COc1ccccc1N1CCN(C(=O)COc2ccc(C)cc2Br)CC1	7.4
COc1ccc(S(=O)(=O)N(C)C2CCCCC2)cc1	3.1
CCc1ccc(-c2nc3cc(NS(=O)(=O)c4ccccc4)ccc3o2)cc1	-12.1
CCOc1ccc(N(CC(=O)NCCOC)S(=O)(=O)c2ccc(Br)cc2)cc1	-4.8
CCOC(=O)c1c(NC(=O)Cc2ccc(OC)cc2)sc(C(=O)Nc2ccccc2F)c1C	-6.2
CC(C(=O)Nc1ccc(-c2nc3ccccc3s2)c(O)c1)(c1ccccc1)c1ccccc1	-3.2
C=CCOc1c(Cl)cc(/C=C2/C(=O)NN(c3cccc(Br)c3)C2=O)cc1OC	39.4
c1ccc(-c2nc(N3CCOCC3)nc3ccccc23)cc1	-4.7
CCC(CC)C(=O)Nc1ccc(C)c([N+](=O)[O-])c1	-5.6
CCN(CC)c1ccc(NC(=O)C(c2ccccc2)c2ccccc2)cc1	-12.0
CSc1nnc2c(n1)OC(c1ccc(-c3ccc([N+](=O)[O-])cc3)o1)Nc1ccccc1-2 (stereo unspecified)	89.7

Additional compounds follow:
Molecule	VHR inh color
CC(=O)Oc1ccc(-c2cccc(C(=O)N3CCCCC3)c2)cc1	-2.0
Oc1ccc(C=NN2CCN(Cc3ccccc3)CC2)cc1	-1.6
CCOC(=O)C1=C(C)N=c2s/c(=C\c3ccc(O)c(OC)c3)c(=O)n2C1c1ccc(N(C)C)cc1 (stereo unspecified)	-0.2
CC(C)Cn1cc(Cl)c(=O)n(CC(C)C)c1=O	-3.3

Some of the compounds tested; the hit share may differ from the screen's.
